# Screening data (PubChem BioAssay)
# IMPase Li inh – qHTS Assay for Identifying the Cell-Membrane Permeable IMPase Inhibitors: Potentiation with Lithium; CHO-M1 cells, IP1 TR-FRET (IP-One), carbachol + lithium; Potency, µM (titrated, usually from 59.4 µM), without a hit: at the highest dose activity, negative = IMPase inhibition, most hits filed as inhibitors; actives 0.35% (n = 210,000);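 further: IP1 builds up when IMPase is blocked and the TR-FRET signal falls; plate controls were basal vehicle for no effect and high inhibitor control for full effect; nearly all actives have a fitted effect of over 50% in size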
#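 Lithium-sensitised IP1 accumulation assay; M1-expressing CHO cells treated 30 min at 37C with compound. Competitive antibody detection by time-resolved FRET followed a 10 min room-temperature lysis step.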
# KDM4E inh – qHTS Assay for Inhibitors of Human Jumonji Domain Containing 2E (JMJD2E); Lysine-specific demethylase 4E (Homo sapiens), B2RXH2; JMJD2E catalytic domain, FDH-coupled NADH fluorescence (FDH is formaldehyde dehydrogenase); Potency, µM (series often up to 57.1 µM), for the others: at the top dose activity change, negative = inhibition, hits mostly inhibitors; actives 1.6% (n = 230,000); active means well fitted inhibition curve with a large enough effect, not every such curve was filed as active; inconclusive means small, poorly fitted or top-dose-only effect, or another doubt; inactive means no such curve, though single readings can be large or run the other way;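 further: 0% = wells with enzyme and -100% = buffer wells without enzyme; nearly all actives have a fitted effect of over 50% in size; many of its hits are not listed in these tables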
# Target sequence (B2RXH2 1-337 limits assumed): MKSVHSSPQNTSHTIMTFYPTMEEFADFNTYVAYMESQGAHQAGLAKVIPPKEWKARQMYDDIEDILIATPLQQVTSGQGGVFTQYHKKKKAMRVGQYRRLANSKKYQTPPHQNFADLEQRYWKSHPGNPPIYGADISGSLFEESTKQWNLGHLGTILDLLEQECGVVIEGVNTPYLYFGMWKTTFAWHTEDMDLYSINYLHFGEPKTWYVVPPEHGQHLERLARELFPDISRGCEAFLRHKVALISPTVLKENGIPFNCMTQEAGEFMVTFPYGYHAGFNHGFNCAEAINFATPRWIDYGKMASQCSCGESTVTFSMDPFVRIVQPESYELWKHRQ
# Epigenetic derep – Quantitative High-Throughput Screen for Regulators of Epigenetic Control; actives 0.2% (n = 280,000); Potency, µM (titrated, usually from 53.9 µM), for inactives: at the highest dose GFP activation, most hits filed as activators; murine LDR cells, GFP reporter derepression, 30 h; further: % of control where 0% means no effect; nearly all actives have a fitted effect of over 60% in size
#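 Derepression of a silenced CMV-GFP reporter in murine LDR cells is scored by enumerating GFP-positive cells with a laser-scanning microplate cytometer after 30 hours of treatment at 37 C.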
# Luc counter – Counterscreen for Luciferase (Kinase-Glo TM) Inhibition | AID 1379, 2008 | actives 0.28% (n = 200,000) | Kinase-Glo luciferase, ATP luminescence, 8 min | Potency, µM (series often up to 38.3 µM), for inactives: at the highest dose activity change, negative = inhibition, usual class: inhibitors | Luciferin 4-monooxygenase (Photuris pensylvanica), Q27757; further: on the % scale 0 is the no-effect control and ±100 the full control effect; nearly all actives have a fitted effect of over 60% in size
#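 Inhibition of Kinase-Glo luciferase light generation was assessed at 10 uM ATP in pH 7.2 imidazole buffer, with luminescence measured after eight minutes at ambient temperature.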
# SMN2 splice enh – qHTS Assay for Enhancers of SMN2 Splice Variant Expression | HEK293 SMN2-luciferase splicing reporter, luminescence, 30-36 h | Potency, µM (top dose mostly 46.1 µM), without a hit: top-dose activity change, positive = activation, actives largely listed as activators | actives 2.8% (n = 210,000) | AID 1458, 2008; further: % of control where 0% means no effect; nearly all actives have a fitted effect of over 55% in size
#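 qHTS luciferase splicing reporter: luminescence rises when SMN2 exon 7 is included in transfected HEK293 cells. Compound exposure lasted 30-36 h at 37C, with 4.5 mM final sodium butyrate as control, followed by a ONE-Glo read.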
# RECQ1 helicase – qHTS Assay for Inhibitors of RecQ-Like Dna Helicase 1 (RECQ1); ATP-dependent DNA helicase Q1 (Homo sapiens), P46063; RECQ1 DNA unwinding, red fluorescence kinetic read; Potency, µM (titrated, usually from 57.3 µM), inactives show at the highest dose activity, negative = inhibition, hits mostly inhibitors; actives 0.54% (n = 240,000); AID 2549, 2010;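 further: plate controls were vehicle for no effect and no enzyme for full effect; nearly all actives have a fitted effect of over 30% in size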
#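 50 nM RECQ1T1 preincubated 15 min with compound in Tris pH 8.0 buffer with MgCl2, DTT, Tween-20 and 2.5 ug/ml poly(dI-dC); started with 200 nM TAMRA/BHQ-2 forked duplex and 2 mM ATP. Unwinding read as fluorescence (525/598 nm), two reads 2 h apart.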
# NPSR antagonist – qHTS Assay for Antagonists of the Neuropeptide S Receptor: cAMP Signal Transduction | Q6W5P4 | CHO-NPSR cells, cAMP TR-FRET, antagonist mode | Potency, µM (doses to about 38.3 µM), for the others: at the top dose activity change, negative = inhibition, most hits filed as inhibitors | actives 1% (n = 220,000); further: on the % scale 0 is the no-effect control and ±100 the full control effect; nearly all actives have a fitted effect of over 50% in size; many of its hits are not listed in these tables
# Target sequence (Q6W5P4 whole entry, looked up): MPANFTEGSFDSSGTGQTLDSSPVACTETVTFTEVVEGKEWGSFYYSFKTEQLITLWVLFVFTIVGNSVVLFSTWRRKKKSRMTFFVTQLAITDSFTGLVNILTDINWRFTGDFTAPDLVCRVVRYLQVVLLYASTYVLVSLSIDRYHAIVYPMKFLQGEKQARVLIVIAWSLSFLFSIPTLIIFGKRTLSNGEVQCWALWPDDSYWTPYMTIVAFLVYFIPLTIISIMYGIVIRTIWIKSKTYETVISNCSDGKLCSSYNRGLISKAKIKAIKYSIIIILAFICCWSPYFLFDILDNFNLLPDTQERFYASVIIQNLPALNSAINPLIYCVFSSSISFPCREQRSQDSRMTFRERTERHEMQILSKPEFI
# GoLoco inh red – qHTS Assay for Inhibitors of RGS12 GoLoco Motif Activity (Red Fluorophore); Guanine nucleotide-binding protein G(i) subunit alpha-1 (Homo sapiens), P63096; Gai1:RGS12 GoLoco peptide FP, rhodamine, 10 min; Potency, µM (series often up to 61.6 µM), inactives show top-dose activity, negative = inhibition, hits mostly inhibitors; actives 0.44% (n = 230,000); AID 880, 2007; active means well fitted inhibition curve with a large enough effect, not every such curve was filed as active; inactive means no such curve, though single readings can be large or run the other way; further: on the % scale 0 is the no-effect control and ±100 the full control effect; nearly all actives have a fitted effect of over 30% in size; many of its hits are not listed in these tables
# Target sequence (P63096 whole entry, looked up): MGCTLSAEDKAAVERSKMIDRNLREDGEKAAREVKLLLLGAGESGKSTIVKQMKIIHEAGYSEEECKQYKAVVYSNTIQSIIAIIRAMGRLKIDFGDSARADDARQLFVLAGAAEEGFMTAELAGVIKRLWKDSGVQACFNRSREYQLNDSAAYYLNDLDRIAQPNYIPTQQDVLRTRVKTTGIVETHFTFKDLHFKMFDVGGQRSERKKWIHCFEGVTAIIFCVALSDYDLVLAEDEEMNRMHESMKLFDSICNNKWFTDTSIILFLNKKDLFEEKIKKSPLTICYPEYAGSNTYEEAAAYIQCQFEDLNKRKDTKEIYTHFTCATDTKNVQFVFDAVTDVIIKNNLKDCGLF
# The depositor's hits bear a star; i = inactive; u = inconclusive; x = no result given; [ ] = another dose, or the depositor's remark. Unless noted, the call rests on the fitted dose curve; in most records, active means well fitted curve in the direction sought with a large enough effect; inconclusive means small, poorly fitted or top-dose-only effect, or another doubt; inactive means no such curve, though single readings can be large; an effect the other way counts as inactive or inconclusive. Potency means the concentration at half of the fitted maximal effect. Some of the compounds tested (hit frequency here may not be typical).
SMILES,IMPase Li inh,KDM4E inh,Epigenetic derep,Luc counter,SMN2 splice enh,RECQ1 helicase,NPSR antagonist,GoLoco inh red
COC(=O)c1sccc1NC(=O)C1C2C=CC(C2)C1C(=O)O (stereo not given),3.7%,-2.7%,-1.2%,-1.2%,-28.8%,i,-10.6%[46.1 µM],-10.2%
O=C(CCCc1ccccc1)Nc1ccccn1,-6.9%,2.5%,-0.7%[10.1 µM],2.5%,9.7%,i,8.6%,12.0%
C[C@@H](N)CCCP(=O)(O)O,-3.7%,x,1.3%,x,-3.3%,i,x,-8.9%
O=C(COc1ccc([N+](=O)[O-])cc1Cl)Nn1cnnc1,x,-3.1%,-0.3%,x,x,i,-14.4%,-5.0%
CCOC(=O)C1=C(c2ccccc2)NC(SCC(=O)Nc2ccc(C)cc2)=C(C#N)C1c1ccco1 (stereo not given),-6.1%[38.3 µM],u,-1.0%,0.7%,-12.4%,i,-18.7%[46.1 µM],-3.7%
COc1cccc(Cn2c(=O)c(C)nc3cnc(N4CCOCC4)nc32)c1,10.7%,x,x,-2.1%,-8.9%,-9.1%,x,15.2%
Cc1cc([N+](=O)[O-])nn1CC(=O)Nc1ccc(Cl)cn1,11.0%,2.8%,-0.5%,-1.5%,5.2%,18.2%,13.7%,10.9%
CCN(c1ccccc1)P(=O)(Nc1ccccc1)Nc1ccccc1,x,1.9%,1.1%,x,x,-6.6%,2.9%,6.7%
O=C(C1=C[C@@H](c2ccc(Br)cc2)C[C@@H](OCc2ccc(CO)cc2)O1)N1CCN(Cc2ccc3c(c2)OCO3)CC1,9.6%,9.7%,10.4%,x,x,-0.1%,u,1.8%
O=[N+]([O-])/C=C\c1cc2ccccc2[nH]1,4.2%,x,x,-5.4%[7.66 µM],-19.3%[9.22 µM],x,x,2.1%[14.2 µM]
Cc1cccc(-n2ncc3c(NCCCn4ccnc4)ncnc32)c1,13.7%,5.2%,-2.1%,5.0%,7.08µM*,12.7%,-1.8%,18.3%
Cc1cc(OCC(=O)N2CCOCC2)ccc1[N+](=O)[O-],x,0.7%,3.1%,x,x,14.6%,9.4%,-3.3%
NC(=O)c1nsc(C(=O)N(c2ccc(Cl)cc2)C(C(=O)NCC2CCCO2)c2cccs2)c1N (stereo not given),3.9%,u,0.3%,-1.5%,x,i,30.2%,9.3%
O=S(=O)(NC1=NCCC1)c1cccs1,4.5%,-1.0%,-3.4%,5.2%,-23.3%,-4.3%,3.1%[46.1 µM],-3.0%
COc1cc(NS(=O)(=O)c2ccc(NC(=O)/C=C/c3ccc([N+](=O)[O-])cc3)cc2)ncn1,2.4%,-3.5%,-1.2%,3.0%,-34.1%[inhibitor],-3.6%,-32.0%,4.5%
COc1cccc(C(=O)c2c[nH]c(C(=O)NCCCN(C)C)c2)c1,11.3%,-0.6%,-1.3%,-4.8%,-10.1%,i,7.6%,-0.1%
Clc1ccc(N=c2ssnc2Cl)cc1,6.6%,10µM*,12.0%,-1.8%,-34.4%[inhibitor],i,-12.7%[46.1 µM],-2.1%
O=C(NCCc1nc2ccccc2[nH]1)/C(=C/c1ccc2c(c1)OCO2)NC(=O)c1ccccc1,-3.9%,0.9%,0.0%,-1.3%,-8.9%,-5.5%,0.8%,2.8%
O=C(COC(=O)Cc1cccs1)Nc1ccc(F)c(F)c1F,5.9%[38.3 µM],-3.7%,0.8%,-2.6%,-9.1%,-23.2%,-5.8%[46.1 µM],6.5%
COCCNC(=O)C(=O)NCC1OCCN1C(=O)c1ccc(Cl)cc1 (stereo not given),2.0%,-3.6%,1.2%,9.7%,-0.9%,-7.0%,10.3%,-0.8%
CCOC(=O)C1(Cc2ccc(Cl)cc2)CCN(Cc2nccn2CC)CC1,9.9%,2.4%,0.0%,x,x,i,45.5%,3.6%
COc1ccccc1N1CCN(c2ncnc3c2oc2ccccc23)CC1,x,1.6%,-2.5%,x,x,i,-8.5%[46.1 µM],x
O=C(O)CCn1cc(/C=N/O)c(-c2cccc([N+](=O)[O-])c2)n1,5.1%,-9.6%,-0.2%,1.5%,9.1%,i,10.0%,8.3%
COc1ccc(N2C(=O)CCC(C(C)=O)=C2C)cc1,10.2%[38.3 µM],-0.2%,0.2%,-1.2%,-2.0%,i,-11.2%[46.1 µM],-0.3%
CC(C)CNC(=O)c1cccc(NC(=O)Cc2ccc(Br)cc2)c1,3.0%,6.9%,0.9%,-1.5%,6.6%,-4.3%,3.5%,-8.2%

# Among those listed so far, 5 contain an aryl methoxy group.
SMILES,IMPase Li inh,KDM4E inh,Epigenetic derep,Luc counter,SMN2 splice enh,RECQ1 helicase,NPSR antagonist,GoLoco inh red
COc1cccc(Cn2c(=O)c(C)nc3cnc(N4CCOCC4)nc32)c1,10.7%,x,x,-2.1%,-8.9%,-9.1%,x,15.2%
COc1cc(NS(=O)(=O)c2ccc(NC(=O)/C=C/c3ccc([N+](=O)[O-])cc3)cc2)ncn1,2.4%,-3.5%,-1.2%,3.0%,-34.1%[inhibitor],-3.6%,-32.0%,4.5%
COc1cccc(C(=O)c2c[nH]c(C(=O)NCCCN(C)C)c2)c1,11.3%,-0.6%,-1.3%,-4.8%,-10.1%,i,7.6%,-0.1%
COc1ccccc1N1CCN(c2ncnc3c2oc2ccccc23)CC1,x,1.6%,-2.5%,x,x,i,-8.5%[46.1 µM],x
COc1ccc(N2C(=O)CCC(C(C)=O)=C2C)cc1,10.2%[38.3 µM],-0.2%,0.2%,-1.2%,-2.0%,i,-11.2%[46.1 µM],-0.3%

# The list goes on:
SMILES,IMPase Li inh,KDM4E inh,Epigenetic derep,Luc counter,SMN2 splice enh,RECQ1 helicase,NPSR antagonist,GoLoco inh red
CC(C)(C)NC(=O)/C(=C\c1ccco1)NC(=O)c1cccs1,-0.8%,-1.3%,0.0%,-1.3%,1.5%,-0.6%,20.3%,-6.2%
Cc1ccc(NC2c3ncccc3C(=O)N2C2CCCCC2)cc1C (stereo not given),21.6%[38.3 µM],-6.3%,-7.9%,3.9%,-26.5%,-8.5%,-15.5%[46.1 µM],54.9%[activator]
Nc1ccc(Oc2ccc([N+](=O)[O-])cc2[N+](=O)[O-])cc1,15.7%[38.3 µM],-25.5%,0.0%,2.4%,7.6%,-3.8%,-3.4%[46.1 µM],11.2%
O=C(NC1CCCC1)C(c1cccnc1)N(CCc1ccccc1)C(=O)c1ccco1 (stereo not given),7.1%,3.3%,-2.6%,1.5%,0.1%,i,-9.5%,-7.8%
CCOc1ccc(C(=O)/C=C/c2ccc(SC)cc2)cc1,7.3%[38.3 µM],u,-1.8%,3.2%,-6.5%,-13.7%,u,7.7%
CCOc1ccc(NS(=O)(=O)c2cc(NC(=O)c3cccc(C)c3)ccc2Cl)cc1,x,-4.7%,-0.9%,x,x,-4.0%,-23.2%[46.1 µM],x
CCOC(=O)c1csc(NC(=O)c2cc(OC)c(OC)c(OC)c2)n1,0.0%[38.3 µM],2.1%,-0.5%,1.3%,-8.3%,-11.2%,-23.1%[46.1 µM],19.6%
O=c1cc(O)nc(SCc2ccccc2)[nH]1,19.5%[38.3 µM],0.0%,-1.1%,3.3%,21.3%,-5.4%,-9.4%[46.1 µM],3.7%
Cc1cc2c(C)nc(N/N=C/c3ccc(F)cc3)nc2o1,9.7%,-2.7%,0.0%,-1.7%,8.0%,4.8%,14.6%,-7.6%
COC(=O)N/N=C/c1ccccc1OCc1ccccc1,0.0%,-3.9%,-1.3%,-2.2%,10.4%,-0.8%,-0.3%,-1.9%
O=C(Oc1cc(=O)n2ccccc2n1)c1ccccc1,-12.5%,u,-1.3%,-1.5%,-0.9%,-0.9%,15.4%,12.2%
CC(=O)Nc1ccc(N2CCCCC2)c(C(=O)Nc2cccc(C)c2)c1,-4.2%[38.3 µM],-3.3%,0.0%,0.6%,-13.6%,-12.8%,-26.2%[46.1 µM],-16.3%
Cc1ccc(-n2c(P(C)(=O)O)nc3ccccc32)cc1,5.0%,0.5%,0.0%,-1.1%,6.3%,-14.8%,17.6%,-6.2%
COCCNC(=O)CSc1nc(-c2ccc(OC)c(OC)c2)cc(C(F)(F)F)n1,17.5%[38.3 µM],u,0.0%,-3.3%,-24.1%,-9.6%,0.0%[46.1 µM],4.7%
COC(=O)c1ccc2c(=O)n(CCCN3CCCC3=O)c(=S)[nH]c2c1,u,-5.5%,0.0%,-1.8%,-24.3%,-3.3%,-20.3%[46.1 µM],-25.6%
O=C(CNc1cccc(C(F)(F)F)c1)N/N=C/c1cn(-c2ccccc2)nc1-c1ccccc1,1.0%,-27.2%,0.0%,1.8%,-15.4%,-3.7%,-36.6%,-14.1%
Clc1ccccc1Cc1noc(CN2CCN3CCCC3C2)n1 (stereo not given),3.1%,-1.9%,-0.2%,x,x,-8.3%,-3.6%,2.2%
COCCCNC(=S)Nc1ccc2c(c1)OCCO2,2.5%,0.1%,-1.0%,2.6%,29.3%,-3.3%,8.2%,10.5%
CC(=O)c1sc(=S)n(-c2ccccc2)c1C,x,-5.2%,-1.6%,x,x,-1.4%,0.6%,0.4%
CCOC(=O)CSCC(=O)Nc1ccc(S(=O)(=O)N2CCCCC2)cc1,-3.0%[38.3 µM],4.0%,1.5%,-3.2%,4.5%,-10.0%,-9.9%[46.1 µM],3.8%
COc1ccccc1N1CCN(C(=O)c2cc(C)oc2C)CC1,3.7%,0.2%,-1.3%,x,x,-15.4%,6.1%,-12.5%
COC(=O)[C@H]1CC2(CC=C(C)C)C(=O)[C@@](CC=C(C)C)(C(=O)C(C(=O)c3ccccc3)=C2OC)C1(C)C (tested in a mixture with another compound),4.3%,-3.2%,-1.1%,1.2%,-5.2%,i,x,-5.1%
COc1ccc(-n2ccsc2=S)cc1,-10.4%[38.3 µM],1.9%,-1.1%,-4.5%,-12.2%,-0.9%,-6.7%[46.1 µM],-9.1%
